# Compound activity (PubChem)
# H37Rv inhibition = M. tuberculosis growth inhibition, HTS (AID 449762); M. tuberculosis H37Rv growth inhibition, 7H9 media; higher % means a stronger effect; inhibition, % at 25 µM, or IC50 in µM where a hit was titrated; 330,000 compounds, 0.59% hits; in the data active means a potency from the dose series; inconclusive means inhibition above about 70% without an active follow-up result;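 further: bacterial growth assessed after seven days of incubation; strong numbers were not always called active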
# VEEV TC-83 Vero = inhibitors of VEEV TC-83 cytopathic effect, confirmation, Vero cells (AID 588727) | Vero cells, VEEV TC-83 cytopathic effect inhibition; higher % means a stronger effect | inhibition, % at 20 µM, or IC50 in µM where a hit was titrated | 350,000 compounds, 0.13% hits; in the data active means a potency from the dose series; inconclusive means inhibition mostly from about 14% at the one dose, without a potency; inactive means the rest, 99 in 100 with inhibition below about 12%; further: strong numbers were not always called active
# M. tuberculosis = growth inhibition of non-replicating M. tuberculosis (AID 488890); inhibition, % at 25 µM; hits with a dose series show IC50 in µM; 320,000 compounds, 0.39% hits; Mycobacterium tuberculosis non-replicating, growth inhibition; higher % means a stronger effect; in the data active means a potency from the dose series; inconclusive means inhibition mostly from about 82% at the one dose, without a potency; inactive means the rest, 99 in 100 with inhibition below about 76%;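 further: plate controls were DMSO cells for no effect and high antibiotic wells for full effect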
# H1N1 NS1A inhibition = H1N1 influenza NS1A inhibitors, functional cell based assay (AID 504329). NS1A functional cell-based assay, percent inhibition; higher % means a stronger effect. one-dose inhibition, % at 12.5 µM; IC50 in µM for titrated hits. 340,000 compounds, 0.3% hits; in the data active means a potency from the dose series; inconclusive means inhibition above about 27% without an active follow-up result; further: strong numbers were not always called active
# PhoP GFP inhibition = PhoP regulon inhibitors, Salmonella typhi PhoP promoter GFP reporter, confirmatory (AID 1850). Salmonella Typhi PhoP-promoter GFP reporter, fluorescence, 4 h; higher % means a stronger effect. inhibition, % at 50 µM; hits with a dose series show IC50 in µM. 310,000 compounds, 0.33% hits; in the data active means a potency from the dose series; inconclusive means inhibition mostly from about 25% at the one dose, without a potency; inactive means the rest, 99 in 100 with inhibition below about 19%;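 further: 0% = induced wells with vehicle and 100% = uninduced wells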
# VEEV TC-83 Vero 10K pilot screen = second read-out of VEEV TC-83 Vero, no call of its own (marks repeat the call); inhibition, %; measured here: 10K pilot screen inhibition
# The depositor's hits bear a star; i = inactive; ? = inconclusive; . = not tested or not shown.
SMILES,H37Rv inhibition,VEEV TC-83 Vero,M. tuberculosis,H1N1 NS1A inhibition,PhoP GFP inhibition,others
COC(=O)c1ccc(CNC(=O)Cn2nnnc2CN(C)C(C)C)cc1,1%,1.4%,-2%,-6%,-4%,
Nc1c(C(=O)NCCN2CCOCC2)c2nc3ccccc3nc2n1Cc1ccco1,-2%,6.5%,-5%,-2%,-1%,
Cc1ccc(/C=N/N=C2\SCC(=O)N2CC2CC2)cc1,4%,0.6%,1%,3%,0%,
COc1cccc2cc(/C(C)=N/NC(=O)c3ccco3)oc12,6%,3.0%,49%,0%,0%,
COCn1c(=O)c2c(nc(SC3=NCCS3)n2Cc2ccccc2C)n(COC)c1=O,23%,4.6%,21%,-2%,-9%,
CCc1c(C)nc(SCc2cccnc2)[nH]c1=O,1%,0.5%,.,-2%,0%,
Cc1ccc(N)c(C)c1,-11%,i,-14%,-5%,.,
O=C(N/N=C/C1C(c2ccccc2)C1(Cl)Cl)c1cccc(Br)c1 (stereo not drawn),62%,0.9%,?,-6%,2%,
O=C(NCc1nnnn1-c1ccc(F)c(F)c1)c1cc2ccccc2o1,-1%,4.7%,-10%,-3%,-11%,
O=C(O)CN(Cc1ccccc1)S(=O)(=O)c1ccc(F)cc1,-5%,1.0%,4%,-8%,-9%,
Cc1ccccc1-c1coc2cc(O)ccc2c1=O,1%,4.1%,-4%,-2%,2%,
COc1ccc(/C=C/C(=O)Nc2sc(Cc3ccccc3)c(C)c2C(N)=O)cc1,9%,0.1%,3%,-7%,-1%,
CC(=O)OCCN(Cc1ccccc1)Cc1ccc2c(c1)OCO2,-6%,1.1%,-10%,-6%,-6%,
CCCc1cc(=O)oc2cc(OCC(=O)NCCCn3ccnc3)ccc12,0%,i,6%,7%,0%,
Nc1nc(SCC(=O)NNc2c(Cl)cc(Cl)cc2Cl)n[nH]1,1%,0.9%,0%,-2%,3%,
COc1ccc([N+](=O)[O-])cc1NC(=O)C(C)OC(=O)c1cccnc1Cl (stereo not drawn),-1%,1.4%,2%,-10%,-4%,VEEV TC-83 Vero 10K pilot screen=1.5
COCCCNC(=O)CCCn1c(=O)c2ccccc2n(CC(=O)Nc2c(C)cc(C)cc2C)c1=O,4%,0.1%,-4%,-5%,-4%,
O=C1CC(=O)N(CCc2ccc(F)cc2)C(=O)N1,-6%,1.8%,4%,-11%,-1%,
CCOc1ccc(C(=O)Nc2ccc(-c3nc4ccccc4[nH]3)cc2)cc1[N+](=O)[O-],11%,0.2%,-1%,-3%,-11%,
CCOC(=O)c1sc(NC(=O)C(C)C)c(C#N)c1C,-6%,0.9%,56%,4%,3%,
O=C(N/N=C/c1cc([N+](=O)[O-])ccc1O)c1cc(-c2ccccc2)nc2ccccc12,-3%,12%,30%,16%,-4%,
Cc1c(C(=O)NC(C)C)oc2c1-c1[nH]ncc1CC2,-10%,11%,0%,-17%,-9%,
Cc1ccc(S(=O)(=O)N(C)C[C@@H]2Oc3c(NC(=O)C4CC4)cccc3C(=O)N([C@@H](C)CO)C[C@@H]2C)cc1,6%,i,8%,-18%,.,
O=c1cc(O)c2c(=O)[nH]c(=O)n(-c3ccccc3)c2[nH]1,-8%,i,5%,-4%,6%,
O=C(COC(=O)c1ccccn1)Nc1nccs1,0%,2.4%,-5%,15%,5%,
Cc1ccc(COc2ccsc2C(=O)O)cc1,.,i,.,-12%,.,
COc1cc(/C=N/NC(=O)c2cc(C)oc2C)cc(OC)c1OC,3%,i,5%,-5%,-1%,
Cc1cc(Cl)ccc1NC(=O)CSc1nnc(-c2ccncc2)n1Cc1ccco1,-12%,2.1%,5%,-5%,0%,
O=[N+]([O-])c1ccc(NN=Cc2cccc(O)c2)nc1,.,7.0%,.,3%,.,
CC(=O)N(Cc1ccco1)Cc1cc2cccc(C)c2n2nnnc12,-2%,.,5%,.,-12%,
COc1ccc(C(=O)Nc2ccc(OCC(F)(F)C(F)F)c(C(F)(F)F)c2)cc1OC,-2%,6.8%,19%,9%,1%,
COc1cc(/C=C2\SC(=S)N(C(C(=O)O)c3ccccc3)C2=O)ccc1O (stereo not drawn),7%,0.4%,10%,14%,8%,
CC(=O)N1CCOc2ccc(S(=O)(=O)NC(C)c3ccccc3)cc21 (stereo not drawn),7%,1.8%,-18%,7%,5%,
O=C(CN(Cc1ccco1)C(=O)CCC(=O)Nc1nccs1)NCc1ccccc1,1%,0.0%,-1%,-1%,4%,
CCCCCC(=O)Nc1nc(C)c(-c2csc(Nc3ccccc3OCC)n2)s1,?,3.5%,24%,6%,9%,
CN1C(=O)/C(=C/c2ccccc2OCc2ccccc2)NC1=S,13%,1.5%,36%,-8%,-7%,
Cc1cccc(CC(=O)NCCn2c(C)cc3ccccc32)c1,-9%,3.2%,9%,8%,3%,
C=CC(=O)NCC1OCCc2ccccc21 (stereo not drawn),2%,i,0%,2%,1%,
CC1CCN(C(=O)COC(=O)c2cc(Cl)c3c(c2)OCO3)CC1,-5%,8.4%,27%,0%,.,
COc1cccc(NC(=O)NCCCN2CCN(c3ccc(F)cc3)CC2)c1,67%,0.8%,40%,13%,-6%,

# Compounds listed so far that have fluorine:
SMILES,H37Rv inhibition,VEEV TC-83 Vero,M. tuberculosis,H1N1 NS1A inhibition,PhoP GFP inhibition,others
O=C(NCc1nnnn1-c1ccc(F)c(F)c1)c1cc2ccccc2o1,-1%,4.7%,-10%,-3%,-11%,
O=C(O)CN(Cc1ccccc1)S(=O)(=O)c1ccc(F)cc1,-5%,1.0%,4%,-8%,-9%,
O=C1CC(=O)N(CCc2ccc(F)cc2)C(=O)N1,-6%,1.8%,4%,-11%,-1%,
COc1ccc(C(=O)Nc2ccc(OCC(F)(F)C(F)F)c(C(F)(F)F)c2)cc1OC,-2%,6.8%,19%,9%,1%,
COc1cccc(NC(=O)NCCCN2CCN(c3ccc(F)cc3)CC2)c1,67%,0.8%,40%,13%,-6%,

# More entries.
SMILES,H37Rv inhibition,VEEV TC-83 Vero,M. tuberculosis,H1N1 NS1A inhibition,PhoP GFP inhibition,others
c1ccc(N(c2ccccc2)c2nc(N3CCCC3)nc(-n3ccnc3)n2)cc1,?,i,63%,-8%,-2%,
Cc1ccc(/C=C/c2nc3ccccc3c(=O)n2CCc2ccccc2)cc1,9%,0.6%,65%,-4%,0%,
Cc1ccc(S(=O)(=O)Oc2ccc(/C=N/NC(=O)c3ccncc3)cc2)cc1,?,1.2%,22%,2%,6%,
CCOc1ccccc1NC(=O)c1ccc(NC(=O)C2CCCO2)cc1 (stereo not drawn),1%,0.9%,18%,9%,-12%,
Cc1ccc(NC(=O)c2nc(S(=O)(=O)Cc3ccccc3C)ncc2Cl)cc1C,14%,?,2%,5%,-4%,
O=C(CSc1nnnn1-c1ccccc1)N1CCN(C(=O)c2ccco2)CC1,-3%,1.6%,3%,-10%,0%,
CN(CC(=O)Nc1cccc(F)c1)C(=O)c1cccc(S(=O)(=O)N2CCN(c3ccccc3)CC2)c1,3%,2.5%,32%,18%,-3%,
COc1ccc(Cc2nnc(NC(=O)CS(=O)(=O)Cc3ccccc3)s2)cc1,-6%,3.0%,2%,-2%,-9%,
Cc1ccccc1CN1C(=O)C(O)(CC(=O)c2ccncc2)c2ccccc21 (stereo not drawn),6%,2.8%,?,-4%,-11%,
N#C/C(=C\c1cccs1)C(=O)c1ccccc1Cl,5%,i,9%,.,1%,

# At a glance, some entries already given.
SMILES,H37Rv inhibition,VEEV TC-83 Vero,M. tuberculosis,H1N1 NS1A inhibition,PhoP GFP inhibition,others
CCOc1ccccc1NC(=O)c1ccc(NC(=O)C2CCCO2)cc1 (stereo not drawn),1%,0.9%,18%,9%,-12%,
Cc1ccc(NC(=O)c2nc(S(=O)(=O)Cc3ccccc3C)ncc2Cl)cc1C,14%,?,2%,5%,-4%,
O=C(CSc1nnnn1-c1ccccc1)N1CCN(C(=O)c2ccco2)CC1,-3%,1.6%,3%,-10%,0%,
CN(CC(=O)Nc1cccc(F)c1)C(=O)c1cccc(S(=O)(=O)N2CCN(c3ccccc3)CC2)c1,3%,2.5%,32%,18%,-3%,
COc1ccc(Cc2nnc(NC(=O)CS(=O)(=O)Cc3ccccc3)s2)cc1,-6%,3.0%,2%,-2%,-9%,
Cc1ccccc1CN1C(=O)C(O)(CC(=O)c2ccncc2)c2ccccc21 (stereo not drawn),6%,2.8%,?,-4%,-11%,
N#C/C(=C\c1cccs1)C(=O)c1ccccc1Cl,5%,i,9%,.,1%,

# Next structures
SMILES,H37Rv inhibition,VEEV TC-83 Vero,M. tuberculosis,H1N1 NS1A inhibition,PhoP GFP inhibition,others
CC(=O)Oc1ccccc1N1C(=O)c2ccc(C(=O)O)cc2C1=O,16%,1.9%,3%,3%,-1%,
O=C(NC(=S)NC1CCCc2ccccc21)c1ccc(F)cc1 (stereo not drawn),14%,0.2%,23%,8%,-9%,
COc1ccc(N2CCN(C(=O)c3ccc(NC(=O)C4=CSCCO4)cc3)CC2)cc1,-2%,1.0%,50%,6%,-5%,
CC(=O)Nc1cc(NC(C)=O)c(N=Nc2ccccc2)cc1C,-2%,5.9%,-11%,-5%,3%,
CCc1ccc(OCCCC(=O)Nc2ccc(S(=O)(=O)Nc3cc(C)nc(C)n3)cc2)cc1,0%,3.0%,50%,5%,14%,
O=C(NN1C(=O)/C(=C/c2cccnc2)SC1=S)C(c1ccccc1)c1ccccc1,-9%,1.1%,-1%,-4%,-4%,
CN(Cc1nc(-c2ccccc2)no1)C(=O)c1ccco1,3%,0.5%,1%,-5%,-6%,
S=c1oc(-c2ccncc2)nn1CCc1ccncc1,-1%,5.7%,-10%,9%,9%,
CN(c1ccc(F)cc1)S(=O)(=O)c1ccc(Cl)c(C(=O)OCC(=O)NCc2ccco2)c1,4%,1.5%,6%,7%,-1%,
COc1ccc2cc(C3(C)NC(=O)N(CC(=O)NCC(F)(F)F)C3=O)ccc2c1 (stereo not drawn),9%,1.0%,-5%,-1%,-9%,

# The list goes on, starting with the last 4 of the part before.
SMILES,H37Rv inhibition,VEEV TC-83 Vero,M. tuberculosis,H1N1 NS1A inhibition,PhoP GFP inhibition,others
CN(Cc1nc(-c2ccccc2)no1)C(=O)c1ccco1,3%,0.5%,1%,-5%,-6%,
S=c1oc(-c2ccncc2)nn1CCc1ccncc1,-1%,5.7%,-10%,9%,9%,
CN(c1ccc(F)cc1)S(=O)(=O)c1ccc(Cl)c(C(=O)OCC(=O)NCc2ccco2)c1,4%,1.5%,6%,7%,-1%,
COc1ccc2cc(C3(C)NC(=O)N(CC(=O)NCC(F)(F)F)C3=O)ccc2c1 (stereo not drawn),9%,1.0%,-5%,-1%,-9%,
CN(C(=O)CSCC(=O)Nc1ccc(Cl)cc1)C1CCCCC1,-11%,2.6%,53%,-7%,.,
CCNC(=O)NC(C(=O)OC)C12CC3CC(CC(C3)C1)C2 (stereo not drawn),4%,0.3%,14%,12%,-11%,
Oc1ccc(CN2CCCCC2)c2cccnc12,?,10%,65%,?,-8%,
C/C(Cl)=C\CNC(C)c1ccccc1 (stereo not drawn),-4%,0.8%,-5%,3%,8%,
O=C(COC(=O)COc1ccc(Cl)cc1Cl)NC1CCCCCC1,-1%,0.8%,21%,-6%,.,
Cc1cc(C(=O)OCC(=O)NC(C)C)c2ccccc2n1,5%,1.0%,22%,-6%,-2%,
CN1C(C(=O)Nc2ccc(C(=O)O)cc2)=C(O)c2ccccc2S1(=O)=O,0%,2.1%,40%,-9%,.,
COc1ccc(C2NC(=S)NC(C)=C2C(=O)N2CCOCC2)cc1 (stereo not drawn),4%,0.5%,5%,-4%,-8%,
CNC(=S)NNC(=O)c1ccccc1Cl,5%,0.8%,-12%,.,9%,
Cc1cccc(N=C/C(C(=O)C(F)(F)F)=C(\O)c2ccco2)c1,1%,0.3%,45%,-2%,-3%,
Fc1ccc(-c2cnc(-c3cccs3)o2)cc1,4%,6.9%,30%,8%,-2%,
CCn1c(=O)c2sccc2n2c(CCCC(=O)NCc3cccnc3)nnc12,8%,0.9%,-7%,4%,9%,
CC(Oc1ccccc1)c1nnc(N)s1 (stereo not drawn),7%,i,11%,9%,-3%,
Cc1ccc(-n2c(SCC(N)=O)nc3c(c2=O)C2(CCCC2)Cc2ccccc2-3)cc1,0%,5.6%,3%,-4%,-3%,
CCCNC(=O)NS(=O)(=O)c1cnccc1Sc1ccc(Cl)cc1,-8%,1.6%,3%,0%,0%,
O=C(Nc1ccc(F)cc1)C(c1ccccc1)N1CCN(S(=O)(=O)c2c(F)cccc2F)CC1 (stereo not drawn),2%,9.1%,17%,-7%,7%,
COc1ccc(CC(=O)NC(=S)Nc2cccc(C)c2)cc1,-7%,1.4%,?,-2%,0%,
CCOC(=O)c1ccccc1NC(=O)C1COc2ccccc2O1 (stereo not drawn),30%,7.6%,66%,-13%,0%,
CCCCNC(=S)NNC(=O)c1ccc(Br)o1,0%,4.8%,-3%,-9%,1%,
